Peg3 promoter: Peg3 promoter activity inhibition; HeLa PEG-Prom luciferase reporter, luminescence, overnight; inhibition, % at 20 µM; 1.7% of 360,000 active; AID 588405;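 active = inhibition of at least 50% at 20 µM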
CF NFkB block: cystic fibrosis NF-kB activation inhibition. inhibition, % at 5 µM. KKLEB NF-kB-GFP reporter, PAF-induced, GFP fluorescence overnight. 0.86% of 360,000 active;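 active = at least 50% inhibition at 5 µM, scaled per plate between neutral and stimulator controls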;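 also: PAF is a Pseudomonas aeruginosa culture filtrate used as stimulus; plate controls were PAF-stimulated DMSO wells for no effect and unstimulated DMSO wells for full effect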
TWEAK-Fn14 inh: inhibitors of TWEAK-Fn14 interaction signaling; TWEAK-stimulated Fn14 reporter cells, luciferase luminescence, 8 h; AID 1159606; inhibition, % at 10 µM; 2% of 360,000 active; in the data active = inhibition above about 50%
NR2E3 ag-1: activates human NR2E3 receptor | Q9Y5X4 | CHO-S Gal4-NCOR/VP16-NR2E3 two-hybrid, luciferase | inhibition of corepressor binding, % at 3.98 µM | 0.35% of 360,000 active | AID 602229;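 active = inhibition above the mean of all tested compounds plus 3 SD, cut at about 70% in these data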;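 also: 0% = DMSO with NR2E3 transfected cells and 100% = cells lacking NR2E3 construct; higher means lower luciferase signal from less NR2E3 corepressor binding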
Target sequence (Q9Y5X4 whole entry, looked up, the tested form may be a part): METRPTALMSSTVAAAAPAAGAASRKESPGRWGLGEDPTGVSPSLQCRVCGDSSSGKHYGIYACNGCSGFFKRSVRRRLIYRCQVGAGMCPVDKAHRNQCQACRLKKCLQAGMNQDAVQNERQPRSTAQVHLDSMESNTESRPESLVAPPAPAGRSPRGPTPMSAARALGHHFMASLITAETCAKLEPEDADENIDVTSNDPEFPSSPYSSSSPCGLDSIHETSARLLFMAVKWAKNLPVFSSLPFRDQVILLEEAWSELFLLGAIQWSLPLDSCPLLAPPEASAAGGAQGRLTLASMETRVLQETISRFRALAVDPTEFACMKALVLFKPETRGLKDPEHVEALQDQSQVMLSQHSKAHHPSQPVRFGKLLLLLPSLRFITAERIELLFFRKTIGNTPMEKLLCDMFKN
HIF-2a inh: blocks HIF-2a reporter activity; AID 624352; 0.72% of 360,000 active; 786-0 RCC cells HIF-2a reporter, luciferase luminescence, overnight; inhibition, % at 18.8 µM;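 active = inhibition of the luminescence signal of 40% or more relative to plate controls, in a single-dose primary screen at 18.75 µM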
Shn3 3UTR inh: Schnurri-3 reporter inhibition in Clone20 osteoblasts. 0.52% of 360,000 active. AID 588674. inhibition, % at 12.5 µM. Clone20 osteoblast Shn3 3'UTR firefly luciferase, 24 h;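 active = mean inhibition of at least 75% with every replicate also reaching 75%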;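 also: 0% = median of neutral control wells and 100% = pilot-screen positive control compound; some compounds past the cut are filed as inactive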
KKLEB tox: CF airway cell cytotoxicity counter-screen. activity change (cytotoxicity), % at 5 µM. KKLEB CF airway cells viability, ATPlite luminescence, overnight; active compounds read low; cells stimulated with P. aeruginosa culture filtrate. 0.36% of 360,000 active. AID 602141;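 active = corrected activity change at or below -50% at 5 µM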
aDG glyco up: alpha-DG glycosylation activation; Pro5-aDG cells, alpha-DG glycosylation AlphaScreen (IIH6); 0% Pro5, 100% B10-LARGE cell signal; activation, % at 10 µM; 0.22% of 360,000 active;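 active = activation of at least 8% versus controls, or a plate z-score of at least 8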;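 also: Pro5 are CHO cells carrying HIG-tagged alpha-DG that lacks glycosylation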
iPSC survival up: increases survival of single human iPS cells; survival enhancement, % at 20 µM; 0.044% of 360,000 active; hiPSC single-cell survival, ATPlite luminescence; 100% = ROCK inhibitor wells, 0% = DMSO; in the data active = survival enhancement above about 18%;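 also: cells exposed to compounds for 16 hours before the ATP read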
TRPM1 prom inh: reduces MITF-dependent TRPM1 promoter luciferase signal. inhibition, % at 12.5 µM. SK-MEL-5 TRPM1 promoter luciferase, 24 h. 0.83% of 330,000 active;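 active = mean inhibition across replicates of 60% or more, whatever share of single replicates reaches that level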; also: values of inactives mirror those of a sister screen read the other way
NR2E3 ag-2: agonists of human nuclear receptor NR2E3; Q9Y5X4; GST-NR2E3/biotin-RetCOR TR-FRET, 1536-well; inhibition of corepressor binding, % at 4.78 µM; 0.12% of 320,000 active; AID 2300;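 active = percent inhibition above the cutoff of mean plus 3 SD of all tested compounds, set per screening campaign, cut at about 20% in these data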;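 also: 0% = DMSO wells and 100% = biotin wells as full block of FRET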
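Material: NR2E3–RetCOR corepressor complex | Quantity: 1.35 nM GST-tagged NR2E3 final | Schedule: 5 h at 4 °C | Replication: Singlicate compound wells | Reagent: RetCOR corepressor, biotinylated, 7 nM | Controls: Biotin wells as high control, 0.6% DMSO wells as low control | Signal: TR-FRET, Eu(K)-anti-GST donor, streptavidin-D2 acceptor, ex 340, em 617/671 nm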
An asterisk follows results filed as active; · = not tested or not shown.

SMILES,aDG glyco up,HIF-2a inh,KKLEB tox,TWEAK-Fn14 inh,Peg3 promoter,Shn3 3UTR inh,NR2E3 ag-1,NR2E3 ag-2,TRPM1 prom inh,CF NFkB block,iPSC survival up
Cc1ccc(OCCn2cnc3cc([N+](=O)[O-])ccc3c2=O)cc1,0.0,-5,3,-13,8,-5,-19,1,-2,3,0.3
O=C(O)CN1CCN(c2ncc(C(F)(F)F)cc2Cl)CC1,-0.1,7,7,7,3,-2,-14,-2,2,11,1.7
COc1ccc(-c2nsc3c(SCc4ccccc4)ncnc23)cc1,0.4,-75,13,-12,-97,-5,-34,-1,-6,-6,1.9
O=C(NCC(=O)N1CCN(Cc2ccccc2)CC1)c1cccs1,0.1,-155,-4,10,-186,-42,-41,·,-41,-9,-0.4
Cc1nn(Cc2nnc(SCC(=O)Nc3cccc(C(F)(F)F)c3)n2C)c(C)c1[N+](=O)[O-],0.0,12,19,8,22,20,-22,2,-12,-11,-0.4
CCOC(=O)N1CCN(C(=O)CSCC(=O)Nc2nc(-c3cccs3)cs2)CC1,0.1,-72,3,22,-12,25,-40,4,6,-25,0.9
O=C(O)CSc1nc(C(F)(F)F)cc(=O)n1-c1ccccc1,-0.2,7,-8,4,3,14,-14,0,10,-15,-2.9
Cc1cccc(NC(=O)CC2c3ccccc3Oc3ccccc32)c1,-0.1,5,4,-3,4,-2,2,0,2,-1,0.2
Cc1c(/C=N/O)sc2ccccc12,-0.1,-23,4,-14,-11,4,4,0,0,-18,0.0
C=CCc1cccc2cc(C(=O)O)c(=O)oc12,-0.2,17,-28,-2,4,-4,-6,-5,2,7,-0.3

Remaining list, next part:
SMILES,aDG glyco up,HIF-2a inh,KKLEB tox,TWEAK-Fn14 inh,Peg3 promoter,Shn3 3UTR inh,NR2E3 ag-1,NR2E3 ag-2,TRPM1 prom inh,CF NFkB block,iPSC survival up
O=C(NCC(c1ccco1)N1CCCC1)c1sc2cc(F)ccc2c1Cl (centres undefined),0.0,-70,1,-52,7,10,-5,·,-11,-6,-1.8
NC(=O)NNC1=Nc2cccc3cccc1c23,-0.8,16,3,0,-2,13,13,-11,-8,-15,-0.7
Cc1cc(N/N=C/c2ccc(O)cc2O)c2ccccc2n1,0.0,2,-1,2,-6,-6,-12,-1,-7,1,0.8
Cc1cc(Cl)ccc1OCC(=O)NCCCN1CCOCC1,0.1,4,-6,-25,9,2,-13,1,6,-3,6.7
CC(=O)N1CCN(C(=O)c2ccc(Oc3ccccc3)cc2)CC1,-0.1,15,2,-2,-3,-24,7,5,0,5,0.6
Cc1ccc(NC(=O)COC(=O)Cn2c(C)csc2=O)c([N+](=O)[O-])c1,-0.1,-12,-5,-6,0,-43,-31,1,-2,26,0.4
CCCCN1C(=O)NC(NS(=O)(=O)c2ccc(N)cc2)(C(F)(F)F)C1=O (centres undefined),0.0,15,1,-14,0,-1,6,2,-6,9,-2.0
CC1CCN(S(=O)(=O)c2cccc(C(=O)Oc3ccc([N+](=O)[O-])cc3)c2)CC1,0.0,10,-11,13,22,-24,22,0,-17,10,-1.1
O=C(Nc1ccccc1F)c1ccc(Br)o1,-0.1,-181,-14,-12,-130,-26,-13,-1,-13,8,0.5
Cc1cc2ccccc2n1CCNC(=O)c1cccs1,1.6,-75,24,40,-59,-40,-28,-2,·,3,4.3

An excerpt of these results, as labelled records:
Cc1cc(N/N=C/c2ccc(O)cc2O)c2ccccc2n1
- aDG glyco up = 0.0
- HIF-2a inh = 2
- KKLEB tox = -1
- TWEAK-Fn14 inh = 2
- Peg3 promoter = -6
- Shn3 3UTR inh = -6
- NR2E3 ag-1 = -12
- NR2E3 ag-2 = -1
- TRPM1 prom inh = -7
- CF NFkB block = 1
- iPSC survival up = 0.8

Cc1cc(Cl)ccc1OCC(=O)NCCCN1CCOCC1
- aDG glyco up = 0.1
- HIF-2a inh = 4
- KKLEB tox = -6
- TWEAK-Fn14 inh = -25
- Peg3 promoter = 9
- Shn3 3UTR inh = 2
- NR2E3 ag-1 = -13
- NR2E3 ag-2 = 1
- TRPM1 prom inh = 6
- CF NFkB block = -3
- iPSC survival up = 6.7

(more compounds)
SMILES,aDG glyco up,HIF-2a inh,KKLEB tox,TWEAK-Fn14 inh,Peg3 promoter,Shn3 3UTR inh,NR2E3 ag-1,NR2E3 ag-2,TRPM1 prom inh,CF NFkB block,iPSC survival up
CC(C)(C)OC(=O)N1CCC[C@H]1C(=O)Nc1ccc(Br)cc1,0.1,18,4,-3,16,12,-7,-1,-2,14,-0.4
C[n+]1cccc(/C=N/Nc2nc(Cl)c(C#N)c(Cl)c2Cl)c1,0.0,22,7,-12,7,-5,-24,0,·,6,-0.2
COc1ccc(/C=C/C(=O)N[C@H](C(=O)O)C(C)C)cc1,-0.2,11,4,-4,-2,3,-36,0,-5,-14,-0.6
Cc1ccc(SCCC(=O)OCC(=O)Nc2ccc(S(N)(=O)=O)cc2)cc1,-0.1,-3,-4,3,8,-11,3,-3,-2,11,-0.7
CC(NC(=O)Nc1ccccc1Cl)c1ccc2c(c1)OCO2 (centres undefined),0.2,9,-34,-3,4,-5,1,3,2,35,0.5
CC(=O)N=c1ncn(CC(COC(C)=O)OC(C)=O)c2nc[nH]c12 (centres undefined),-0.5,1,-10,-9,3,15,-11,0,-15,12,4.2
Cc1ccc(C)c(N2N=C(C(=O)Nc3ccccc3N3CCCC3)CCC2=O)c1,0.1,14,-1,20,4,12,-16,-1,1,31,1.8
CN(CCNC(=O)CCNC(=O)Cn1ccc2ccccc2c1=O)Cc1ccccc1,0.1,14,-6,14,9,-43,6,-4,1,12,2.0
O=C(Nc1cccc(F)c1)NC1CCCCC1,0.0,-241,5,-10,-152,-29,-66,1,-17,8,-0.2
O=C(Nc1nccs1)c1ccc(Cl)s1,0.6,-265,-14,-9,-153,-41,-53,2,-38,-20,-1.7

Next part
SMILES,aDG glyco up,HIF-2a inh,KKLEB tox,TWEAK-Fn14 inh,Peg3 promoter,Shn3 3UTR inh,NR2E3 ag-1,NR2E3 ag-2,TRPM1 prom inh,CF NFkB block,iPSC survival up
CCc1ccc(Nc2nnc(SCC(=O)N(C)C3CCS(=O)(=O)C3)s2)cc1 (centres undefined),0.1,-185,-23,-22,-166,-26,-45,-1,-42,-5,-0.6
CCOC(=O)Cc1csc(NC(=O)C(C)c2ccc([N+](=O)[O-])cc2)n1 (centres undefined),0.1,16,10,-15,-163,-16,2,4,14,-6,-0.6
COc1cccc(NCc2cc3c(C(C)(C)C)nn(-c4ccccc4)c3[nH]c2=O)c1,-0.4,2,15,27,-9,13,-12,-1,3,-20,-0.2
O=c1c(F)cn(C2CCCO2)c(=O)n1Cc1c(Cl)cccc1Cl (centres undefined),0.0,1,-7,-15,2,-1,1,2,6,4,-1.7
Cc1cnc(C(=O)OCC(=O)NC2CCCCCCC2)cn1,-0.2,11,7,4,6,4,-10,4,8,-3,4.9
COc1ccc(NC(=O)c2ccc(N(C)S(C)(=O)=O)cc2)cc1OC,-0.3,-52,-1,-16,-14,-6,7,2,-11,8,0.9
CC(=O)Nc1ccccc1OCc1nnc(-c2ccccc2Cl)o1,0.1,-110,-10,-2,-5,-8,-5,3,5,6,1.8
COc1ccc(/C=C/C(=O)NCC(=O)N/N=C/c2cccs2)cc1,-0.3,0,8,10,-11,4,-22,-1,-15,-26,-0.2
CCOC(=O)c1c(NC(=O)CSc2nnnn2C)sc(C)c1-c1ccc(C)cc1,0.0,-22,-18,14,33,9,12,3,23,19,0.6
CC(NC(=O)C(=O)NN=C1CCCCCC1)c1ccccc1 (centres undefined),-0.1,-1,-5,-4,-10,2,-15,1,0,5,-0.3

Continuation.
SMILES,aDG glyco up,HIF-2a inh,KKLEB tox,TWEAK-Fn14 inh,Peg3 promoter,Shn3 3UTR inh,NR2E3 ag-1,NR2E3 ag-2,TRPM1 prom inh,CF NFkB block,iPSC survival up
Brc1cccc(Nc2nc(-c3cccnc3)cs2)c1,0.3,-178,-10,19,-161,-32,-34,0,-13,15,-0.6
S=C(NCc1ccccc1)NC1CCSc2ccccc21 (centres undefined),0.3,9,-2,-1,13,-1,-16,-1,4,27,-0.4
Cc1ccc([C@H]2C[C@@H](n3cc(COC(=O)c4ccccc4)nn3)[C@H](O)CN2Cc2cccs2)cc1,0.1,-1,-9,31,36,31,-21,·,·,12,1.2
Cc1cccc(-c2nnc(-c3cccc4ccccc34)o2)c1,0.2,-186,-7,-18,-267,-18,-194,·,-16,-7,-2.4
CCC(C)NC(=O)c1cc(S(=O)(=O)N2CCCCC2)c[nH]1 (centres undefined),-0.1,12,-9,0,-12,-5,8,0,-16,1,-1.1
Cc1nccn1CC(=O)N/N=C/c1cc(Br)cs1,0.0,11,-17,31,2,7,6,-3,1,3,-0.4
O=C(CSc1nnc(-c2ccccc2)o1)N1CCc2ccccc2C1,-0.4,-3,-5,-15,14,10,-25,-1,4,-3,5.6
CC1CCC2(CC1)NC(=O)N(Cc1cccc(C(F)(F)F)c1)C2=O (centres undefined),0.4,7,-3,11,10,-7,-12,2,-1,22,-1.2
O=C(N/N=C/c1ccccn1)C12CC3CC(CC(C3)C1)C2,-0.2,25,5,1,-8,4,-11,-4,0,2,1.3
COc1ccc(N2CCN(C(=O)c3cc4c(-c5cccc(OC)c5)nn(C)c4s3)CC2)cc1,-0.5,0,10,12,5,13,-23,2,12,-8,1.4

More entries.
SMILES,aDG glyco up,HIF-2a inh,KKLEB tox,TWEAK-Fn14 inh,Peg3 promoter,Shn3 3UTR inh,NR2E3 ag-1,NR2E3 ag-2,TRPM1 prom inh,CF NFkB block,iPSC survival up
CC1(c2nc3ccccc3cc2C#N)OCCO1,-0.3,1,-10,-5,-10,-4,5,·,·,19,2.3
CC(NC(=O)c1ccc(F)cc1)c1ccc(F)cc1 (centres undefined),-0.1,20,2,13,12,-13,-32,2,12,-16,-0.9
O=C(NCCC1CCCCN1S(=O)(=O)c1ccccc1)C(=O)Nc1ccccc1F (centres undefined),-0.1,-5,4,-2,-7,6,-10,2,0,-13,0.2
CCOC(=O)C1=C(CN2CCSCC2)NC(=O)NC1c1cccc([N+](=O)[O-])c1 (centres undefined),-0.2,10,-1,-14,5,-25,-5,0,1,11,-0.1
COc1ccc(CCNC(=O)CSc2nc3[nH]ncc3c(=O)[nH]2)cc1OC,-0.4,10,6,6,-2,-38,4,2,-4,-24,-2.4

Screens from PubChem.
